Screening data: PubChem, several laboratories
GC-A act = GC-A (human) enzyme activation. P16066. HEK293 GC-A cells, cGMP TR-FRET, EC30 ANP; 0% at EC30 ANP, 100% saturating ANP. activation, % at 10 µM. 0.14% of 370,000 active. AID 1671463; in the data active = activation above about 40%
DAX1 inh-1 = inhibitors of human orphan nuclear receptor DAX1 (NR0B1) | P51843 | 0.99% of 340,000 active | AID 504766 | HEK293 Gal4-DAX1 luciferase reporter, luminescence | inhibition, % at 6.75 µM;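 active = inhibition above the mean over all tested compounds plus 3 SD, cut at about 4.2% in these data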;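 also: 0% = DAX1-transfected cells with DMSO and 100% = empty-vector control cells with DMSO; inhibition shows as a rise in luminescence from relieved DAX1 repression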
NPR2 activator = GC-B (human) receptor activation; P20594; HEK293-GC-B cells, CNP EC30, cGMP TR-FRET; 0% at EC30 CNP, 100% saturating CNP; activation, % at 10 µM; 0.11% of 370,000 active; AID 1920062;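 active = activation at 10 µM reaching about 35% in either raw or pattern-adjusted values, limit read from the data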
Target sequence (P20594 whole entry, looked up): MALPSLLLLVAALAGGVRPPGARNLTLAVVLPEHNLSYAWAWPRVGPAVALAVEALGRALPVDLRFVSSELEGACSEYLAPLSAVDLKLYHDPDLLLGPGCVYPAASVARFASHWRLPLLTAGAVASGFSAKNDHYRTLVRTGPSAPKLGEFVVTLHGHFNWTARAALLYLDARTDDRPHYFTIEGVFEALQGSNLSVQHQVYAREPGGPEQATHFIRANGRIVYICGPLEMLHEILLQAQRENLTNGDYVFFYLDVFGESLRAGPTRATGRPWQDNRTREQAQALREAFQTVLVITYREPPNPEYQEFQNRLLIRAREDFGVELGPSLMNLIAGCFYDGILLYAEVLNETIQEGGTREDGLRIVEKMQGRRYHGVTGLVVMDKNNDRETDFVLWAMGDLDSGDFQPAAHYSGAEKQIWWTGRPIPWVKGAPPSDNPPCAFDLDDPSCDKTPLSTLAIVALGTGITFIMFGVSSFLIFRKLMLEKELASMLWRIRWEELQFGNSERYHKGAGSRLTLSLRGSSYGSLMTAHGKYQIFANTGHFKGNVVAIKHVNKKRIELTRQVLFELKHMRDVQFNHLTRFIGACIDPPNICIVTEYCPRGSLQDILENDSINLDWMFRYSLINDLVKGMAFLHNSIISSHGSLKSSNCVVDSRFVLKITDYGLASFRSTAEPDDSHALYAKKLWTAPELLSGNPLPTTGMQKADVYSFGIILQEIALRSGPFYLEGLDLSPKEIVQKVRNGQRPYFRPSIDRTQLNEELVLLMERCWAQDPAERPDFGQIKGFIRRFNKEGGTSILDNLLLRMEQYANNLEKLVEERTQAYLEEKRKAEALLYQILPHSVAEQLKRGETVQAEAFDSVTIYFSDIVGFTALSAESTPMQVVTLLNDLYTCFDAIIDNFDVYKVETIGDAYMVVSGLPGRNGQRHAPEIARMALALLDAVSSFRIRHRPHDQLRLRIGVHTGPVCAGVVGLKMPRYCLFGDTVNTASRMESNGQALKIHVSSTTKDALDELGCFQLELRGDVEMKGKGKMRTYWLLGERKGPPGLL
hgDAF-12 ag = agonists of H. glycines DAF-12 nuclear receptor. HEK293 GAL4-hgDAF12 UAS-luciferase reporter, agonist luminescence; normalized to butyrate control. 1.8% of 370,000 active. activation, % at 6.8 µM;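 active = activation above a cutoff set at the mean of all screened compounds plus 3 SD, cut at about 10% in these data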;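 also: 0% = DMSO wells and 100% = sodium butyrate wells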
SMARCA2 activ = increases SMARCA2 function in MMTV reporter cells | MG213 cells, MMTV-luciferase reporter, dexamethasone, overnight | activation, % at 9.1 µM | 1% of 370,000 active | AID 652017; in the data active = activation above about 7.8%;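 also: 0% = vehicle wells and 100% = reference activator wells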
sPLA2-III inh = Inhibits HGIII-sPLA2 liposome hydrolysis, primary screen | inhibition, % at 12.2 µM | AID 743126 | 0.56% of 370,000 active | QFRET BODIPY PC-A2 liposome hydrolysis, fluorescence;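 active = inhibition above mean plus 3 SD of compounds lying within the high and low control bounds, cut at about 19% in these data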;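 also: 0% = median of test compound wells and 100% = no enzyme DMSO wells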
GAA850 FXN act = increases GAA850 frataxin promoter reporter activity; HEK293 lucGAA850 FXN promoter luciferase reporter, 24 h; percent of 10 µM SAHA response; activation, % at 6 µM; 0.56% of 360,000 active;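 active = activation above the average of all compounds screened plus 3 SD, cutoff fixed separately per campaign, cut at about 7.5% in these data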;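 also: 0% = DMSO wells and 100% = 10 µM SAHA wells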
DAX1 inh-2 = blocks DAX1 repression of SF-1 activated StAR promoter | HEK293T StAR-luciferase reporter, SF-1/DAX-1 repression relief | inhibition, % at 6.8 µM | 1.1% of 370,000 active | AID 652010;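 active = inhibition above the mean over all tested compounds plus 3 SD, cut at about 3.6% in these data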;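 also: 0% = DAX-1 cells with DMSO and 100% = cells lacking DAX-1 with DMSO; higher inhibition means more luminescence from relief of DAX-1 repression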
proKLK7 act = proKLK7 (human) activation, primary screen | P49862 | purified proKLK7, EDANS-DABCYL substrate fluorescence; 100% is mature enzyme control, 0% vehicle | activation, % at 7 µM | 0.9% of 370,000 active;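 active = activation above the mean of all tested compounds plus 3 SD, computed per campaign excluding outliers beyond control limits, cut at about 13% in these data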
hcDAF12 agonist = activators of H. contortus DAF-12 nuclear receptor; 1.4% of 370,000 active; HEK293 hcDAF-12 lit1-tk-luc reporter, luminescence; 0% DMSO, 100% Δ7-dafachronic acid; activation, % at 6.8 µM;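 active = activation above the mean of all tested compounds plus 3 SD, cut at about 5.5% in these data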;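 also: 100% = response to 3 µM Δ7-dafachronic acid high control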
ssDAF12 agonist = activates DAF-12 receptor from parasite S. stercoralis; activation, % at 6.8 µM; 1% of 370,000 active; AID 652126; HEK293 ssDAF-12/GRIP1 lit1-tk-luc reporter, luminescence; % of 3 µM dafachronic acid response;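 active = activation above the mean over all tested compounds plus 3 SD, cut at about 0.9% in these data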;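 also: 0% = DMSO-only wells and 100% = 3 µM delta7-dafachronic acid wells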
Numbers without * were called inactive.

Results for COc1ccc(CNC(=O)C2CC(=O)N(C3CCCCC3)C2)cc1 (stereo unspecified) ?
GC-A act: 3; DAX1 inh-1: 0.9; NPR2 activator: 8; hgDAF-12 ag: -1.5; SMARCA2 activ: -1; sPLA2-III inh: -1; GAA850 FXN act: -0.1; DAX1 inh-2: -0.5; proKLK7 act: -0.3; hcDAF12 agonist: -0.9; ssDAF12 agonist: -1.2

How did Cc1[nH][nH]c(=O)c1C=NCc1cccc(C(F)(F)F)c1 do in these assays?
GC-A act: 0; DAX1 inh-1: -0.9; NPR2 activator: 0; hgDAF-12 ag: -3.0; SMARCA2 activ: 0; sPLA2-III inh: 4; GAA850 FXN act: -1.3; DAX1 inh-2: -0.3; proKLK7 act: -0.4; hcDAF12 agonist: -0.4; ssDAF12 agonist: -1.6

How did NC(=O)NC(c1ccccc1)c1ccccc1F (stereo unspecified) do in these assays?
GC-A act: -1; DAX1 inh-1: 0.8; NPR2 activator: 0; hgDAF-12 ag: -0.7; SMARCA2 activ: 4; sPLA2-III inh: 3; GAA850 FXN act: -0.9; DAX1 inh-2: -0.2; proKLK7 act: 0.2; hcDAF12 agonist: 0.2; ssDAF12 agonist: -1.4

What do the screens show for `O=c1nc2ccccn2c2ccc(S(=O)(=O)N3CCCCC3)cc12`?
GC-A act: 4; DAX1 inh-1: -0.5; NPR2 activator: -2; hgDAF-12 ag: 0.0; SMARCA2 activ: -2; sPLA2-III inh: 2; GAA850 FXN act: -0.3; DAX1 inh-2: 0.0; proKLK7 act: 5.7; hcDAF12 agonist: -0.4; ssDAF12 agonist: -0.9

Results for COC(=O)c1oc2nc(C)cc(C)c2c1N ?
GC-A act: 2; DAX1 inh-1: 1.9; NPR2 activator: -1; hgDAF-12 ag: 0.1; SMARCA2 activ: 1; sPLA2-III inh: 2; GAA850 FXN act: 0.4; DAX1 inh-2: -0.2; proKLK7 act: 8.8; hcDAF12 agonist: -1.6; ssDAF12 agonist: -1.7

Results for Cc1ccccc1NS(=O)(=O)c1ccc(C(=O)NCC2CCCO2)cc1 (stereo unspecified) ?
GC-A act: -1; DAX1 inh-1: 0.3; NPR2 activator: -2; hgDAF-12 ag: -2.9; SMARCA2 activ: -4; sPLA2-III inh: 11; GAA850 FXN act: 1.1; DAX1 inh-2: -2.5; proKLK7 act: -0.7; hcDAF12 agonist: -2.0; ssDAF12 agonist: -1.1

What do the screens show for `Cc1cc(C)cc(NC(=S)Nc2cccc3ccccc23)c1`?
GC-A act: 0; DAX1 inh-1: 0.5; NPR2 activator: -5; hgDAF-12 ag: 2.0; SMARCA2 activ: 0; sPLA2-III inh: 12; GAA850 FXN act: -0.7; DAX1 inh-2: 0.1; proKLK7 act: -17; hcDAF12 agonist: 3.0; ssDAF12 agonist: -0.7

How did COc1ccc(/C=N/Nc2ncnc(Cl)c2N)cc1OC do in these assays?
GC-A act: 3; DAX1 inh-1: -0.4; NPR2 activator: -7; hgDAF-12 ag: 2.5; SMARCA2 activ: -2; sPLA2-III inh: 3; GAA850 FXN act: 4.2; DAX1 inh-2: 0.1; proKLK7 act: 0.1; hcDAF12 agonist: -0.5; ssDAF12 agonist: -1.2

How did Cc1cc2occ(CC(=O)N(C)CC(=O)Nc3ccc(F)cc3)c2cc1C do in these assays?
GC-A act: -3; DAX1 inh-1: 1.6; NPR2 activator: 3; hgDAF-12 ag: -1.7; SMARCA2 activ: -1; sPLA2-III inh: -24; GAA850 FXN act: 2.3; DAX1 inh-2: -1.9; proKLK7 act: 0.5; hcDAF12 agonist: 1.4; ssDAF12 agonist: -1.1

How did COc1ccc(-n2nc(C(=O)NCC(=O)N3CCCC(C)C3)c3ccccc3c2=O)cc1 (stereo unspecified) do in these assays?
GC-A act: 2; DAX1 inh-1: -0.2; NPR2 activator: 1; hgDAF-12 ag: 6.9; SMARCA2 activ: 1; sPLA2-III inh: -6; GAA850 FXN act: 2.1; DAX1 inh-2: -0.3; proKLK7 act: 1.7; hcDAF12 agonist: -0.8; ssDAF12 agonist: -0.5

How did CC(C)NC(=O)Cn1c(SCC(=O)N2CCCc3ccccc32)nc2ccccc21 do in these assays?
GC-A act: -1; DAX1 inh-1: 0.2; NPR2 activator: -3; hgDAF-12 ag: 1.1; SMARCA2 activ: -2; sPLA2-III inh: 5; GAA850 FXN act: -1.4; DAX1 inh-2: -1.2; proKLK7 act: 0.0; hcDAF12 agonist: -1.7; ssDAF12 agonist: -1.2

Results for C=CCOC(=O)CCCCCCCC ?
GC-A act: -3; DAX1 inh-1: 0.0; NPR2 activator: -4; hgDAF-12 ag: -0.6; SMARCA2 activ: -4; sPLA2-III inh: 8; GAA850 FXN act: 0.5; DAX1 inh-2: 1.2; proKLK7 act: -0.6; hcDAF12 agonist: -1.1; ssDAF12 agonist: -1.3

Results for O=C(CSc1nnc(C2CC2)n1C1CC1)c1ccccc1F ?
GC-A act: -1; DAX1 inh-1: -0.3; NPR2 activator: 1; hgDAF-12 ag: 0.9; SMARCA2 activ: 3; sPLA2-III inh: -10; GAA850 FXN act: 0.3; DAX1 inh-2: 0.4; proKLK7 act: 0.5; hcDAF12 agonist: -0.8; ssDAF12 agonist: -1.2

How did Cc1nnc(N(Cc2ccco2)C(=O)c2cccc(C#N)c2)s1 do in these assays?
GC-A act: -3; DAX1 inh-1: 1.3; NPR2 activator: 4; hgDAF-12 ag: -0.6; SMARCA2 activ: 1; sPLA2-III inh: -2; GAA850 FXN act: -0.6; DAX1 inh-2: -0.8; proKLK7 act: -0.4; hcDAF12 agonist: 1.1; ssDAF12 agonist: -0.8

What do the screens show for `COc1ccc(-n2c(SCC(=O)Nc3cc(C)c(NC(=O)c4ccccc4)cc3OC)nnc2-c2ccco2)cc1`?
GC-A act: -1; NPR2 activator: -7; hgDAF-12 ag: -2.5; SMARCA2 activ: -6; sPLA2-III inh: -8; DAX1 inh-2: -3.1; proKLK7 act: -0.1; hcDAF12 agonist: 2.1; ssDAF12 agonist: 0.4

Results for COC(=O)c1ccc(OCc2nc(N)nc(N3CCOCC3)n2)cc1 ?
GC-A act: 1; DAX1 inh-1: 2.1; NPR2 activator: 4; hgDAF-12 ag: -0.4; SMARCA2 activ: -3; sPLA2-III inh: 0; GAA850 FXN act: 1.2; DAX1 inh-2: -0.2; proKLK7 act: 0.4; hcDAF12 agonist: 0.3; ssDAF12 agonist: -1.1

Results for Cc1cccc(CCN2C(Nc3ccccc3)=NC[C@@H]2C)c1 ?
GC-A act: -5; DAX1 inh-1: 0.1; NPR2 activator: -5; hgDAF-12 ag: 1.0; SMARCA2 activ: 0; sPLA2-III inh: 10; GAA850 FXN act: -0.5; DAX1 inh-2: -0.5; proKLK7 act: 0.3; hcDAF12 agonist: 0.0; ssDAF12 agonist: -1.2

Results for CCOc1ccc(N(Cc2ccccc2F)C2=NC3CS(=O)(=O)CC3S2)cc1 (stereo unspecified) ?
GC-A act: 7; DAX1 inh-1: -1.5; NPR2 activator: 0; hgDAF-12 ag: -4.3; SMARCA2 activ: -2; sPLA2-III inh: 0; GAA850 FXN act: -1.5; DAX1 inh-2: -0.7; proKLK7 act: 0.4; hcDAF12 agonist: -2.3; ssDAF12 agonist: -1.2

What do the screens show for `COc1ccc(Br)cc1C(=O)Nc1ccc(O)cc1`?
GC-A act: -5; DAX1 inh-1: -0.6; NPR2 activator: -3; hgDAF-12 ag: 0.2; SMARCA2 activ: 1; sPLA2-III inh: 0; GAA850 FXN act: 0.7; DAX1 inh-2: -0.1; proKLK7 act: -0.5; hcDAF12 agonist: 0.4; ssDAF12 agonist: -1.3

How did CCc1ccccc1NC(=O)CC1CS(=O)(=O)CC1CC(=O)Nc1ccccc1CC (stereo unspecified) do in these assays?
GC-A act: 1; DAX1 inh-1: -1.7; NPR2 activator: 4; hgDAF-12 ag: -0.7; SMARCA2 activ: 0; sPLA2-III inh: 4; GAA850 FXN act: -2.5; DAX1 inh-2: 0.1; proKLK7 act: -0.6; hcDAF12 agonist: -1.0; ssDAF12 agonist: -1.0

What do the screens show for `CNc1nc(-c2ccc3c(c2)CCN3C(=O)c2ccccc2F)cs1`?
GC-A act: 8; DAX1 inh-1: 1.3; NPR2 activator: 8; hgDAF-12 ag: 23*; SMARCA2 activ: 6; sPLA2-III inh: -1; GAA850 FXN act: 0.5; DAX1 inh-2: 3.9*; proKLK7 act: -0.3; hcDAF12 agonist: 5.0; ssDAF12 agonist: -0.1

What do the screens show for `C[C@H]1[C@@H](OC(=O)Nc2cccc(C(F)(F)F)c2)CC[C@@]23CCCN2C(=O)CCC[C@@H]13`?
GC-A act: -6; NPR2 activator: -7; hgDAF-12 ag: -1.5; sPLA2-III inh: 16; hcDAF12 agonist: -3.8; ssDAF12 agonist: -2.0

Results for COc1ccc(C(C)=O)cc1Cn1nc(C)c([N+](=O)[O-])c1C ?
GC-A act: 3; DAX1 inh-1: 0.7; NPR2 activator: -2; hgDAF-12 ag: -2.3; SMARCA2 activ: -1; sPLA2-III inh: -4; GAA850 FXN act: 5.7; DAX1 inh-2: 0.2; proKLK7 act: -0.8; hcDAF12 agonist: 1.1; ssDAF12 agonist: -0.8

How did CCOc1ccc(CNC(=O)c2ccc(NC(=O)C3=CSCCO3)cc2)cc1 do in these assays?
GC-A act: -10; DAX1 inh-1: -0.6; NPR2 activator: -3; hgDAF-12 ag: 1.1; SMARCA2 activ: -1; sPLA2-III inh: 1; GAA850 FXN act: -0.8; DAX1 inh-2: -0.1; proKLK7 act: 0.0; hcDAF12 agonist: -0.8; ssDAF12 agonist: -0.3

What do the screens show for `COc1ccccc1N(C)S(=O)(=O)c1ccc(C(=O)NC(C)(C)C)cc1`?
GC-A act: -1; DAX1 inh-1: 0.6; NPR2 activator: 5; hgDAF-12 ag: 0.4; SMARCA2 activ: -2; sPLA2-III inh: -2; GAA850 FXN act: -2.1; DAX1 inh-2: 0.5; proKLK7 act: 0.0; hcDAF12 agonist: -1.3; ssDAF12 agonist: -1.4

What do the screens show for `Cc1c(N=Nc2ccc(O)cc2)c(=O)n(-c2ccccc2)n1C`?
GC-A act: -6; DAX1 inh-1: 0.6; NPR2 activator: -2; hgDAF-12 ag: -0.3; SMARCA2 activ: 0; sPLA2-III inh: 3; GAA850 FXN act: 3.4; DAX1 inh-2: -0.1; proKLK7 act: -0.1; hcDAF12 agonist: -0.7; ssDAF12 agonist: -0.9

How did O=C(c1cccc(Cl)c1)N1CCC(N2CCC(C(=O)N3CCCC3)CC2)CC1 do in these assays?
GC-A act: 3; DAX1 inh-1: -0.4; NPR2 activator: 0; hgDAF-12 ag: 1.5; SMARCA2 activ: 5; sPLA2-III inh: -1; GAA850 FXN act: 0.2; DAX1 inh-2: -1.6; proKLK7 act: -0.3; hcDAF12 agonist: 2.5; ssDAF12 agonist: -1.6

Hits appear at their usual frequency. Share with any hit: about 6.7%.
